Screening results deposited in PubChem BioAssay by The Scripps Research Institute Molecular Screening Center.
FBW7 act – FBW7 E3 ligase activators, primary screen, biochemical, AlphaScreen, human | normalized activity (activation), % at 26.1 µM | AlphaScreen FBW7–phospho-cyclin E peptide binding, activator screen | F-box/WD repeat-containing protein 7 (Homo sapiens), Q969H0 | 0.13% of 650,000 active; in the data active = normalized activity above about 1.9%;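 also: purified mutant Fbw7 with reduced substrate affinity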
MITF primary – MITF inhibitors, primary screen, biochemical, AlphaScreen, human. 0.91% of 650,000 active. inhibition, % at 2.6 µM. AlphaScreen MITF homodimerization, bead proximity signal. Microphthalmia-associated transcription factor (Homo sapiens), O75030; in the data active = inhibition above about 50%;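 also: 0% = vehicle wells with protein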
Target sequence (O75030 whole entry, looked up): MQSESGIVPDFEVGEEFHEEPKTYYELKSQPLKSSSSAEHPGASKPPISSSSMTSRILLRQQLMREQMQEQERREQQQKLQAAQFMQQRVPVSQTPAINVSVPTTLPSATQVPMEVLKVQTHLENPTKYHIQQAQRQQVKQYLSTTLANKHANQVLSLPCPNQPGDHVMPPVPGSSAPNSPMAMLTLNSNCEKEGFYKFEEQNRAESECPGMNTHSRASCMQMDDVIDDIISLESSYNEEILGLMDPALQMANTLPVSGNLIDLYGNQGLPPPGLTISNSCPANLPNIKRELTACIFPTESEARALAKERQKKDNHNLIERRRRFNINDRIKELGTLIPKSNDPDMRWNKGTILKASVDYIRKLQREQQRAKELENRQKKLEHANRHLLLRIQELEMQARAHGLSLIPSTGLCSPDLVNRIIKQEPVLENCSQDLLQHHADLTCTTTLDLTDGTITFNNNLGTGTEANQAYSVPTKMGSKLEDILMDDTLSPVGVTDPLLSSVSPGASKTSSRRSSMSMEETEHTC
TEAD-YAP block – TEAD-YAP interaction inhibition, primary screen, TEAD-YAP interaction inhibitor project, luminescence, HEK-TIYL cells; 1.4% of 640,000 active; inhibition, % at 9.12 µM; TEAD-Gal4/YAP UAS-luciferase luminescence; AID 1259422, 2018; in the data active = inhibition above about 32%;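 also: 0% = median of test compound wells and 100% = reference inhibitor wells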
GPR151 ag – activators of human GPR151, primary screen, cell-based, PathHunter beta-arrestin, luminescence; PathHunter beta-arrestin GPR151 cells; activation, % at 11.2 µM; 1% of 650,000 active; AID 1508602, 2020; in the data active = activation above about 4.9%;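 also: 0% = median of compound wells and 100% = cells with positive control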
Target sequence (Q8TDV0 whole entry, looked up): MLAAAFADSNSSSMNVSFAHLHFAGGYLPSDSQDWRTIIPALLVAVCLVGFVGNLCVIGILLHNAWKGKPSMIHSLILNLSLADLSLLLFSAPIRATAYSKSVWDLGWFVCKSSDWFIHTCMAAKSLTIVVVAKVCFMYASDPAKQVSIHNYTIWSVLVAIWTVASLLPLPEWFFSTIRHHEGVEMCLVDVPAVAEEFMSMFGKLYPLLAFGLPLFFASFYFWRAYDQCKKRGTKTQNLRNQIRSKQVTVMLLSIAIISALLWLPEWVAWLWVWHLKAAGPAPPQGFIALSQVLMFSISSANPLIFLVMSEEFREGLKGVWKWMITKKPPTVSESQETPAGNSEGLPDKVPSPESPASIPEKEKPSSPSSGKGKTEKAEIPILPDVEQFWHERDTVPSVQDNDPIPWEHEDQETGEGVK
An asterisk follows results filed as active; nt = no result given.

item	structure	MITF primary	GPR151 ag	FBW7 act	TEAD-YAP block
1	CCC(=O)Nc1cccc(NC(=O)Cn2c(-c3ccccc3)noc2=O)c1	-3	0.0	0.3	0
2	Cc1c(C(=O)Nc2ccc(Oc3ccccc3)cc2)sc2ncnc(N3CCCCC3)c12	12	2.6	0.0	5
3	CC1(C)CC(=O)CC(c2ccccc2)(C(F)(F)F)O1 (stereo not given)	7	1.1	0.7	5
4	O=C(O)C1Cc2nc[nH]c2CN1C(=S)Nc1ccccc1 (stereo not given)	5	-1.1	-0.1	-26
5	CC(C)(C)c1ccc(/C=C2\SC(=O)N=C2N)cc1	0	-0.5	-0.1	-21
6	Oc1ccccc1C1=NC(c2ccc(F)cc2)NC(c2ccccn2)C1 (stereo not given)	-9	1.3	-0.3	-4
7	COc1cc(C(=O)N(Cc2ccccc2)c2nc3ccc(F)cc3s2)cc(OC)c1OC	2	2.0	-0.3	-7
8	CC(=O)Nc1ccc(C(=O)Nc2ccc(Br)c(C)c2)cc1	-7	-0.3	-0.1	-47
9	CCCCCCN1C(=O)C(=O)/C(=C(\O)c2ccc(C)cc2)C1c1ccc(Cl)cc1 (stereo not given)	4	-0.3	0.1	-3
10	NC(=S)N/N=C\c1ccc(N2CCCCCC2)c([N+](=O)[O-])c1	20	0.1	0.0	6
11	COc1ccc(C)cc1S(=O)(=O)NCC(c1ccc(N(C)C)cc1)N(C)C (stereo not given)	-7	2.0	-0.2	-1
12	Cc1cc(NC2CC2)nc(Nc2ccc(N3CCOCC3)cc2)n1	8	0.1	-0.2	-8
13	COc1ccccc1NC(=O)CSc1nc2ccccc2c(=O)n1CCNC(C)=O	15	-1.1	0.8	-1
14	COc1ccc(N=C2SC(C(=O)Nc3cccc(C(=O)O)c3)CC(=O)N2C)cc1 (stereo not given)	2	0.0	-0.1	3
15	COc1ccc2nc(Cl)c(C3CC(c4ccc(C)cc4)=NN3C(C)=O)cc2c1 (stereo not given)	-40	0.9	0.1	0
16	CCOC(=O)C1=C(C)NC(=O)N(C(C)=O)C1c1ccc(OC)cc1 (stereo not given)	-7	-0.5	-0.1	-1
17	O=C(/C=C\c1cn(-c2ccccc2)nc1-c1cccc([N+](=O)[O-])c1)N1CCOCC1	-8	-1.9	-0.1	-4
18	O=C(Cn1cnc2sc3c(c2c1=O)CCCC3)NCCC(=O)N1CCCC1	5	1.4	-0.1	-6
19	COC(=O)c1ccc(NC(=O)c2ccc3c(c2)C(=O)N(c2cccc4ccccc24)C3=O)cc1	-1	0.1	-0.1	-5
20	Cc1cc(Cl)ccc1S(=O)(=O)NCc1cccnc1	0	0.1	-0.1	-3
21	Nc1n[nH]c(-c2cccnc2)n1	15	-1.7	0.1	0
22	CCOC(=O)C(C#N)C1(c2ccc(F)cc2)CCOC(C)(CC)C1 (stereo not given)	-2	-0.8	-0.1	7
23	Cc1ccc(NC(=O)Cn2c(=O)oc3cc(S(=O)(=O)N4CCCC4)ccc32)c(Cl)c1	1	-0.6	0.1	7
24	COc1ccc(CSCc2n[nH]c(=O)[nH]2)cc1[N+](=O)[O-]	9	1.0	-0.1	4
25	CCOC(=O)c1c(NC(=O)CSc2nnc(CNC(=O)c3cc(OC)cc(OC)c3)n2-c2cc(C)ccc2C)sc2c1CCC2	11	-1.2	-0.1	5
26	O=C1N(Cc2ccc3c(c2)OCO3)c2cc(C(F)(F)F)cnc2OC1(F)F	3	-0.5	-0.1	3
27	O=C(Nc1ccccc1C(=O)O)c1ccc2c(c1)C(=O)N(c1cccc(O)c1)C2=O	4	-3.3	-0.2	-7
28	COC(=O)Cn1nc2c(C)cc3ccc(OC)cc3n2c1=O	5	-0.8	0.7	8
29	CCOc1ccc(C(=O)OCC(=O)NC(=O)Nc2ccc3c(c2)OCCO3)cc1	-1	3.3	0.0	2
30	O=C(O)c1ccccc1NC(=O)C1CCCCC1C(=O)O (stereo not given)	8	1.2	0.0	-7

(listing goes on)
item	structure	MITF primary	GPR151 ag	FBW7 act	TEAD-YAP block
31	O=[N+]([O-])c1ccc(CSc2nnc(CN3CCOCC3)n2-c2ccccc2)cc1	11	1.6	0.0	7
32	Cn1c(-c2ccccc2)cnc1NCc1cccc(F)c1	38	-0.6	0.5	-16
33	CC(=O)N(Cc1ccco1)Cc1cc2cc3c(cc2n2nnnc12)OCO3	-2	1.5	0.1	-11
34	Cc1ccccc1NC1=C(C(=O)c2ccccc2)N(C)S(=O)(=O)c2ccccc21	20	-0.1	0.0	3
35	COc1cc(C(=O)Nc2cc(C)nn2-c2nc(-c3ccccc3)cs2)cc(OC)c1OC	2	1.2	0.2	-6
36	COc1ccc(-c2noc(CSc3nnc(-c4ccncc4)n3C)n2)cc1OC	-1	-0.2	-0.8	-8
37	O=C(NC1CCCC1)c1cn(C2CCN(Cc3ccoc3)CC2)nn1	10	3.5	-0.5	-10
38	Cc1cc([N+](=O)[O-])ccc1N1CCN(S(=O)(=O)c2ccc(Cl)cc2)CC1	-11	3.9	-0.1	-11
39	CC(C)CCNC(=O)C1CC(=O)N(C2CCCCCC2)C1 (stereo not given)	1	10*	0.0	0
40	Cc1ccc(OCC(=O)N/N=C/c2ccc(O)c([N+](=O)[O-])c2)c(C)c1	1	-0.7	0.1	-5
41	CCc1ccccc1N(CC(=O)Nc1ccccc1OC)S(C)(=O)=O	8	-0.2	0.0	-3
42	COc1ccc(-c2ccc(C=C3C(=O)OC(C)(C)OC3=O)o2)c([N+](=O)[O-])c1	27	0.4	0.0	2
43	CCCCN(C)C(=O)CCCCn1c(=O)[nH]c2cc(OCC)c(OCC)cc2c1=O	3	-0.4	-0.1	-7
44	CNC(=O)C12CC3CC(CC(C3)C1)C2	0	0.6	0.1	-10
45	CC(C)(C)c1ccc(C(=O)Nc2ccc(Cl)cc2Cl)cc1	13	-0.4	0.0	-60
46	COc1cccc(C(N)=O)c1OC(=O)COc1ccc(Br)cc1	1	1.1	-0.1	-3
47	COc1ccc2c(c1)O[C@@H](c1cccc(C(F)(F)F)c1)C(OC(=O)Nc1ccc(OC(F)F)cc1)C2=O (stereo not given in full)	-3	3.5	0.1	nt
48	CCC(=O)NNC(=O)CSc1nnc2c3c4c(sc3nc(C3CC3)n12)CC(C)CC4 (stereo not given)	-1	-0.7	-0.1	-12
49	Cc1cccc(NC(=O)C2CCN(S(C)(=O)=O)CC2)c1	-5	-0.7	0.0	-1
50	O=C(CC(=O)Nc1ccc2nc3n(c(=O)c2c1)CCCCC3)Nc1ccc2c(c1)OCCO2	3	-0.8	-0.2	-10
51	COC(=O)COC(=O)c1ccc(N2CC(O)=C(c3nc4ccccc4s3)C2=N)cc1	16	0.6	0.4	4
52	COc1ccc(CCNc2nc(Nc3ccccc3)nc3c2ncn3Cc2ccc(C(F)(F)F)cc2)cc1	7	0.1	0.8	26
53	CCCc1cc(C(=O)NCC2Cc3cc(-c4cccnc4)cc(F)c3O2)no1 (stereo not given)	6	-1.6	0.1	-12
54	CC1CCCCN1c1ncccc1C(=O)NCc1ccccc1 (stereo not given)	14	-1.2	0.1	-12
55	CCCNc1ccc2ncc(-c3ccc(N)cc3)n2n1	14	0.1	0.3	23
56	COc1cccc(/C=C2/SC(N3CCC(C)CC3)=NC2=O)c1	13	-0.8	-0.3	-29
57	CCOC(=O)c1nnn(-c2nc(OC)nc(N3CCCCC3)n2)c1C	-1	0.5	0.0	-2
58	COc1cccc(CN2CCC(C(=O)NCCCN3CCOCC3)CC2)c1O	20	-1.0	-0.1	1
59	COc1ccc(C2=N/C(=C\c3ccc(N(C)C)cc3)C(=O)O2)cc1OC	18	-0.4	0.0	-14
60	CCSc1nnc(CCNC(=O)Nc2ccc(Br)cc2)n1C	23	-1.1	-0.1	5

13 compounds out of the list, arranged by length of the SMILES, low to high.
item	structure	MITF primary	GPR151 ag	FBW7 act	TEAD-YAP block
44	CNC(=O)C12CC3CC(CC(C3)C1)C2	0	0.6	0.1	-10
55	CCCNc1ccc2ncc(-c3ccc(N)cc3)n2n1	14	0.1	0.3	23
32	Cn1c(-c2ccccc2)cnc1NCc1cccc(F)c1	38	-0.6	0.5	-16
60	CCSc1nnc(CCNC(=O)Nc2ccc(Br)cc2)n1C	23	-1.1	-0.1	5
46	COc1cccc(C(N)=O)c1OC(=O)COc1ccc(Br)cc1	1	1.1	-0.1	-3
56	COc1cccc(/C=C2/SC(N3CCC(C)CC3)=NC2=O)c1	13	-0.8	-0.3	-29
41	CCc1ccccc1N(CC(=O)Nc1ccccc1OC)S(C)(=O)=O	8	-0.2	0.0	-3
57	CCOC(=O)c1nnn(-c2nc(OC)nc(N3CCCCC3)n2)c1C	-1	0.5	0.0	-2
33	CC(=O)N(Cc1ccco1)Cc1cc2cc3c(cc2n2nnnc12)OCO3	-2	1.5	0.1	-11
34	Cc1ccccc1NC1=C(C(=O)c2ccccc2)N(C)S(=O)(=O)c2ccccc21	20	-0.1	0.0	3
40	Cc1ccc(OCC(=O)N/N=C/c2ccc(O)c([N+](=O)[O-])c2)c(C)c1	1	-0.7	0.1	-5
35	COc1cc(C(=O)Nc2cc(C)nn2-c2nc(-c3ccccc3)cs2)cc(OC)c1OC	2	1.2	0.2	-6
50	O=C(CC(=O)Nc1ccc2nc3n(c(=O)c2c1)CCCCC3)Nc1ccc2c(c1)OCCO2	3	-0.8	-0.2	-10

(further entries)
item	structure	MITF primary	GPR151 ag	FBW7 act	TEAD-YAP block
61	COC(=O)c1ccccc1NC(=O)c1cccc2c1SCCC2=O	2	-0.2	-0.1	-3
62	CC(C)CN(CC(C)C)S(=O)(=O)c1ccccc1[N+](=O)[O-]	-4	0.6	-0.2	-5
63	Cc1noc(C)c1CSc1nnc(-c2ccccc2)n1Cc1ccco1	11	-2.4	0.0	-4
64	C#CCOc1cccc(/C=c2\sc3n(c2=O)C(c2ccccc2OC(C)C)C(C(=O)OCC)=C(C)N=3)c1 (stereo not given)	-1	0.8	-0.1	-11
65	CCCCN1Cc2c(sc3c2CCCC3)N(C(C)=O)C1	12	-2.2	0.1	3
66	COc1ccc(Cl)cc1C(=O)NN	11	0.5	0.2	4
67	O=S(=O)(Nc1ccccc1CO)c1ccc(S(=O)(=O)N2CCCC2)cc1	11	-1.5	0.0	6
68	COCc1nc2cccnc2n1C1CCN(C(C)Cc2ccccc2OC)CC1 (stereo not given)	-22	0.6	0.1	7
69	COC(=O)c1sc(N2C(=O)C(O)=C(C(=O)c3cccs3)C2c2ccc(C(C)(C)C)cc2)nc1C (stereo not given)	15	0.3	0.2	-4
70	O=C1CN(c2cccc(C(F)(F)F)c2)C(=O)CN1/N=C/c1cccnc1	10	-0.7	0.2	7
71	O=c1c2cc3c(=O)n(-c4ncccn4)c(=O)c3cc2c(=O)n1-c1ncccn1	10	-0.3	0.0	9
72	CCOCCOC(=O)C(C)Oc1ccc2c(=O)c(Oc3cccc(C)c3)c(C(F)(F)F)oc2c1 (stereo not given)	-5	0.8	0.1	9
73	COc1cc(C(=O)Nc2cccc3c2C(=O)c2ccccc2C3=O)cc(OC)c1OC	-4	0.1	0.0	-4
74	CCCC1C(=O)N2C(N(C)C)=Nc3ccc(C)cc3N2C1=O (stereo not given)	-5	-1.0	0.0	nt
75	O=C1CCCN1CCCn1c(SCc2c(F)cccc2F)nc2ccccc2c1=O	0	-0.4	0.1	1
76	COc1ccc(-c2cc(C(F)(F)F)n3nc(C(=O)N4CCCCC4)c(Br)c3n2)cc1	7	-1.8	0.9	14
77	COC(CNC(=O)c1cc(Nc2ccc(C(C)C)cc2)nc2ccccc12)OC	7	0.0	0.7	5
78	CNc1nc(N2CCC(C)CC2)nc(C)c1[N+](=O)[O-]	8	-1.7	-0.1	7
79	CCn1cc(CCC(=O)NCCN2CCOCC2)c2ccccc21	9	0.1	0.0	1
80	O=S(=O)(c1ccccc1)N1CCC(c2nc(-c3ccc(Cl)cc3)no2)CC1	8	-0.2	-0.1	3
81	CCOc1cc(C2C(C(=O)OCCOc3ccccc3)=C(C)NC3=C2C(=O)CC(c2ccc(Cl)cc2)C3)cc(Cl)c1O (stereo not given)	-2	0.4	0.1	12
82	O=C1CSC(c2ccc(Cl)cc2)N1c1ccccc1 (stereo not given)	4	-1.2	0.0	-9
83	COc1ccc(CCN2C(=O)CC(N3CCN(c4ccccc4)CC3)C2=O)cc1OC (stereo not given)	11	0.0	0.0	-1
84	O=C(CN1CCNC(=O)C1)NCCc1ccc(F)cc1	1	3.9	0.1	-1
85	FC(F)(F)c1ccc(Cn2cnc3c(NCCOc4ccccc4)nc(Nc4ccc(C(F)(F)F)cc4)nc32)cc1	15	0.5	0.2	5
86	O=C(CSc1ccc2nnc(-c3cccnc3)n2n1)N1CCCc2ccccc21	-5	-1.4	-0.6	-2
87	NC(=O)c1n[nH]c([N+](=O)[O-])c1Cl	5	2.7	0.0	9
88	CC(C)[C@H](Cn1nnc2ccccc21)NC(=O)c1ccn(C)n1	-15	0.1	-0.1	-6
89	COc1ccc(NC(=O)N2CCCC(C(=O)Nc3cccc(C)c3C)C2)cc1 (stereo not given)	0	1.0	0.2	0
90	Cc1ccc(C)c(Cn2c(C(=O)O)c(CNCCCc3ccccc3)c3ccccc32)c1	12	-0.3	1.6	17
